Hsp90 block: displaces geldanamycin probe from tumor Hsp90; hit rate 0.35% among 64,000; P07900; AID 429; NCI-N417 lysate Hsp90, Cy3B-geldanamycin FP displacement; inhibition, % at 30 µM;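 active = inhibition above 50%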;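 note: 0% = tracer plus lysate wells and 100% = tracer alone without lysate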
JNK3 inh: JNK3 (human) kinase inhibition; hit rate 0.61% among 60,000; purified JNK3 kinase activity, HTS; P53779; inhibition, % at 8 µM; in the data active = inhibition above about 17%;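 note: 0% = DMSO and 100% = reference inhibitor; many of its hits are not listed in these tables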
Her2 expr inh: inhibitors of human Her2 kinase expression; P04626; SKBR-3 HER2 protein level, AlphaScreen, 18-24 h; stronger effect = lower value; HER2 level % of control, % at 10 µM; hit rate 0.69% among 65,000;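 active = HER2 level under 5% of the carrier-only control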;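 note: 100% = DMSO carrier and 0% = 500 nM PU-H71 HSP90 inhibitor; lower value means stronger loss of Her2 protein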
Target sequence (P04626 whole entry, looked up): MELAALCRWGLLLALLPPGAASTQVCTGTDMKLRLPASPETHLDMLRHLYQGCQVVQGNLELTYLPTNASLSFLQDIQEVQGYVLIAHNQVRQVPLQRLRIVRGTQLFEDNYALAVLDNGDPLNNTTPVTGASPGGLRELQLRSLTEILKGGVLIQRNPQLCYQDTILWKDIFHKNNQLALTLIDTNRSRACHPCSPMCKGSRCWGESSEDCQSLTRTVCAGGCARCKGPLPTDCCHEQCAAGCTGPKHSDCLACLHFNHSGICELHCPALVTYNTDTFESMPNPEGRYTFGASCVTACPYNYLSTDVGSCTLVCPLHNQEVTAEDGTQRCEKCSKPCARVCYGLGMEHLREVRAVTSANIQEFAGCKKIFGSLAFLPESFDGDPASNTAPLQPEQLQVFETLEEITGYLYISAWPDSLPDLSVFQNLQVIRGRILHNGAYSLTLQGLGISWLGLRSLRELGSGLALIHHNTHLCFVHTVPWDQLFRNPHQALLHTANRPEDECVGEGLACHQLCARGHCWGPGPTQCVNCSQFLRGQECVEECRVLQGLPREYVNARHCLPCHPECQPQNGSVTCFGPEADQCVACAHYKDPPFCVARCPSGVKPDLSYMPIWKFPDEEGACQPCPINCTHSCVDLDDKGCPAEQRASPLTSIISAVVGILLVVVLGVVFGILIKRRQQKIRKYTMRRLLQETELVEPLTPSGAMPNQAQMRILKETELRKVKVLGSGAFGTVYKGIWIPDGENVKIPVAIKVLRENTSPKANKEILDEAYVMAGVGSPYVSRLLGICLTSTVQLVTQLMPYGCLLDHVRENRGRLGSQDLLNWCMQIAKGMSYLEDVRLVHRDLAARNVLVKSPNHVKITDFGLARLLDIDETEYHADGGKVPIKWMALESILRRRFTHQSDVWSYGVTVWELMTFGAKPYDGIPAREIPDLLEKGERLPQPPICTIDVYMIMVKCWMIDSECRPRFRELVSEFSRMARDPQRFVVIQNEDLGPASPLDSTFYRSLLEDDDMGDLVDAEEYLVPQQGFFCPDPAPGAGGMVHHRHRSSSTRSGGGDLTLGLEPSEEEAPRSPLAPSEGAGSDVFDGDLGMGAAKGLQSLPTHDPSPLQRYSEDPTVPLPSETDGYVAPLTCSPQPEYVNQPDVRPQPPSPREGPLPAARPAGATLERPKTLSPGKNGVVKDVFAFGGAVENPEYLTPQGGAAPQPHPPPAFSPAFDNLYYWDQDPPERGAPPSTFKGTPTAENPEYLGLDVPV
Abs 340nm: compounds absorbing at 340 nm. compound absorbance at 340 nm, fold over control. 65,000 tested, under 10 active. fold change at 10 µM;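 active = at 10 µM dose, initial 340 nm absorbance at least 2 fold that of control wells; inactive = change under 2 fold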;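 note: initial absorbance extrapolated from kinetic A340 decline of NADH oxidation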
ROCK2 blocker: blocks human Rho kinase 2 activity; O75116; purified ROCK2, Kinase-Glo ATP depletion luminescence; inhibition, % at 6 µM; hit rate 0.35% among 60,000; AID 604;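 active = inhibition above the screen-wide mean inhibition plus 3 SD, cut at about 18% in these data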;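 note: plate controls were DMSO wells for no effect and Y-27632 control wells after no-enzyme background subtraction for full effect; many of its hits are not listed in these tables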
PKA kinase inh: inhibitors of human protein kinase A; PKA Kemptide phosphorylation, Kinase-Glo ATP luminescence; inhibition, % at 6 µM; hit rate 0.1% among 65,000;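 active = inhibition above the screen-wide mean inhibition plus 3 SD, cut at about 21% in these data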; note: many of its hits are not listed in these tables
DUSP1 inh: blocks human MKP-1 phosphatase activity. hit rate 0.15% among 65,000. P28562. recombinant MKP-1, OMFP hydrolysis fluorescence. AID 374. inhibition, %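 (compounds tested at a single concentration somewhere between 10 and 100 µM)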;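 active = inhibition above about 50%, limit read from the data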;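 note: 0% = DMSO max control wells and 100% = wells with enzyme stopped by NaOH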
Fluor 339 460: intrinsic fluorescence of library compounds, ex339/em460 – biochemical, MLSMR library, data from DPM-DC assay, artefact control, profiling panel; compound autofluorescence, ex339/em460 nm, NADH buffer; stronger effect = higher value; 1 = no-compound wells, NADH background; fluorescence fold increase at 10 µM; hit rate 5.5% among 65,000;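 active = at 10 µM, mean starting fluorescence two-fold or more over control wells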;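 note: signal is the first read of a kinetic run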
Cdc25B inh: human M-phase inducer phosphatase 2 inhibition; hit rate 0.1% among 65,000; AID 368; inhibition, %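 (compounds tested at 10 µM final in the well)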; recombinant Cdc25B, OMFP fluorescence Ex485/Em525; in the data active = inhibition above about 50%
An asterisk follows results filed as active; . = not tested or not shown; & = joins results of further samples. Not all compounds are listed; the hit share may differ from the screen's.

SMILES	Hsp90 block	JNK3 inh	Her2 expr inh	Abs 340nm	ROCK2 blocker	PKA kinase inh	DUSP1 inh	Fluor 339 460	Cdc25B inh
Cc1ccsc1C1NC(=O)c2c(sc3c2CCCC3)N1 (stereo not drawn)	-5	-5	78	1.1	5	4	-12	1.1	-25
CCn1c2ccccc2c2nnc(SCC(=O)NC(C(=O)OC)C(C)C)nc21 (stereo not drawn)	-7	2	111	1	6	13	2	1.1	-14
O=C1CC(c2ccc(Cl)cc2)CC(O)=C1C=NCCN1CCNCC1 (stereo not drawn)	.	.	101	1	.	-2	.	1.1	.
O=C(NCCC1=CCCCC1)C1CCCN(c2nc3ccccc3o2)C1 (stereo not drawn)	1	5	92	0.98	3	8	27	1	-6
Cc1nn(-c2ccccc2)c2sc(C(=O)N(Cc3ccco3)C(C)C(=O)NC(C)(C)C)cc12 (stereo not drawn)	-7	0	76	1	-4	6	35	1.1	-6
C=CCOc1ccc(/C(O)=C2/C(=O)C(=O)N(CCCN3CCOCC3)C2c2ccccc2)cc1 (stereo not drawn)	-3	-2	90	1	2	6	6	1.1	-12
COc1cccc(NC(=O)c2cc(C(=O)Nc3cccc(OC)c3)n(C)n2)c1	-1	-7	126	1	9	3	-23	1.1	0
CCCP(=O)(CC(=O)N(CC)CC)c1ccccc1 (stereo not drawn)	-2	-1	62	0.99	5	0	-4	1.1	-7
COc1ccc(C2CC(=O)C(C=NCCN3CCNCC3)=C(O)C2)cc1OC (stereo not drawn)	-2	2	88	1.1	0	7	-1	1.1	-5
O=S(=O)(Cc1ccccc1Cl)N1CCCCC1	1	1	108	1	6	12	-32	1.1	-10
CCn1c(=O)cc(OCC(=O)O)c2ccccc21	-4	4	130	0.97	3	3	-12	1.1	-9
O=C(O)CSc1nnc(C2COc3ccccc3O2)n1-c1ccccc1 (stereo not drawn)	-3	5	111	1	2	6	6	1.1	-5
O=C(CN1CCN(c2ccccn2)CC1)Nc1ccc(Oc2ccccc2)cc1	-1	0	66	1	-1	-3	-1	1	-4
CC1S/C(=C(\C#N)C(=O)NCc2ccco2)N(c2ccc(F)cc2)C1=O (stereo not drawn)	1	-8	84	1	0	-4	-10	1.1	2
CC(C)n1c(NCc2c[nH]c3ccccc23)nc2ccccc21	1	7	84	0.99	2	2	0	1	5
COc1cc(S(=O)(=O)N2CCN(c3ccccc3F)CC2)ccc1Cl	-4	-10	72	1	0	1	3	1.1	1
COC(=O)c1ccccc1NC(=O)c1cccs1	-1	4	75	1.1	8	7	-4	1.1	1
CC1(C)N=C(c2ccc(Cl)cc2)C(=O)N1	-1	-4	89	1	3	7	0	1.1	-2
COc1cccc(/C(O)=C2/C(=O)C(=O)N(CCN3CCOCC3)C2c2cccs2)c1 (stereo not drawn)	-6	.	92	1.1	.	6	3	1.1	-16
Cc1nn(CC(=O)NCc2cccnc2)c(=O)c2ccccc12	1	-7	90	0.99	3	3	1	1	2
COc1cc(-c2nc(S(=O)(=O)c3ccccc3)c(N3CCOCC3)o2)cc(OC)c1OC	-6	.	91	1	.	-3	14	1	-5
CCN1CCN(c2nc(C)nc3c2sc(=S)n3C)CC1	-1	2	73	1.1	4	1	-5	0.97	-16
CCN1CCN(C(=O)CSCc2nc(-c3ccc(OC)c(OC)c3)oc2C)CC1	-3	5	50	1	2	9	12	0.83	2
CCOc1ccc(N(CC(=O)NCc2ccc(F)cc2)S(=O)(=O)c2c(C)noc2C)cc1	-1	-7	56	1.1	2	5	9	1.1	-4
CCOC(=O)C(NC(C)=O)(OCc1ccc(F)cc1)C(F)(F)F (stereo not drawn)	-1	4	75	1.1	0	0	0	1.1	5
Cc1c(C#N)c(SCC(N)=O)nc2c1CCCC2	-1	3	120	1	4	10	-1	1.1	-1
COc1ccc2occ(NC(C)=O)c2c1	0	.	83	1	.	-3	-18	1.1	1
Cc1ccc(S(=O)(=O)NCCC(=O)NC2CCCC2)cc1	2	.	126	0.99	.	9	5	1	-8
CC(=O)NCCc1ccc(S(=O)(=O)N(C)C2CCS(=O)(=O)C2)cc1 (stereo not drawn)	-13	2	152	1	-4	4	2	1.1	-17
CC(C)(C)NC(=O)CN(C(=O)C1(C)CC(=O)N=C2C=CC=CN21)C1CCCC1 (stereo not drawn)	-2	5	82	1.1	5	2	-2	3.8*	17
CC(C)C1O/C(=N/C(=O)Nc2ccc(Cl)c(Cl)c2)NC1=O (stereo not drawn)	-1	3	36	0.99	7	13	-5	1	-12
O=C(COC(=O)C1CCCO1)Nc1cccc(C(F)(F)F)c1 (stereo not drawn)	.	.	.	1	.	-5	6	1	-8
CSc1cccc(NC(=O)CN(C)S(=O)(=O)c2ccccc2)c1	-2	1	105	0.98	5	2	0	1.1	3
COc1ccc(NC(=O)C2CC(=O)OC2(C)C)cc1 (stereo not drawn)	1	0	101	1	5	8	0	2.2*	-12
COc1ccccc1N(CC(=O)NCCSC(C)(C)C)S(C)(=O)=O	-1	-1	103	1	4	4	6	1.1	0
Cc1nnc2n(CCc3ccccc3)c(=O)c3c4c(sc3n12)CCCC4	-3	-2	86	1	9	7	3	1.5	-12
COc1ccc(Cc2nnc(NC(=O)c3c(-c4ccccc4)noc3C)s2)cc1OC	-2	0	80	1	-1	-7	11	1	5
COc1ccc(NC(=O)CSc2nnc(Cc3cccn3C)n2-c2ccc(OC)cc2)cc1	-2	4	99	1	-2	-1	2	1	-11
OCCn1c(SCCOc2ccccc2F)nc2ccccc21	-1	-1	81	1	7	11	5	.	-3
CC1CCN(S(=O)(=O)c2ccc(Cl)cc2)CC1	-1	4	170	1.1	0	4	2	1.1	-13
COCCNC(=O)C1CCN(S(=O)(=O)N2CCC3(CC2)OCCO3)CC1	-4	0	100	0.98	3	7	25	1.1	-8
CCc1ccccc1-n1c(SCC(=O)Nc2ccc3c(c2)OCCO3)nc2[nH]ncc2c1=O	3	12	82	1	3	3	37	1.1	0
CCCC(=O)N(c1ccc(OCC)cc1)C1C=CS(=O)(=O)C1 (stereo not drawn)	1	0	117	1	-1	-2	0	1.1	-4
CCN(CC(=O)NCc1ccc(F)cc1)Cc1nc2ccccc2c(=O)[nH]1	1	-9	102	1	0	-3	23	0.97	-12
O=C(c1ccccc1)N(Cc1ccc(F)cc1)C1CCS(=O)(=O)C1 (stereo not drawn)	0	3	51	1	7	9	-12	1.1	0
CCCc1cc(=O)n2[nH]c(-c3ccc(C)cc3)cc2n1	-3	4	110	1	6	3	-29	1.4	-11
CCOCCn1c(CN2CCN(c3ccc(F)cc3)CC2)nc2c1c(=O)n(C)c(=O)n2C	-1	-6	189	1	2	0	27	1.1	-2
CCCN1C2CCCC1CC(NC(=O)c1ccccc1F)C2 (stereo not drawn)	-4	-5	96	1	3	9	-3	1	0
COC(=O)c1ccc2c(=O)n(NC(C)=O)c(=S)[nH]c2c1	-4	5	79	0.99	-2	-4	1	1.1	-8
Cc1cc(C)nc(SCc2nc(N)nc(-c3ccccc3O)n2)n1	-1	12	74	1	11	9	0	1.1	-6
COc1ccc(NC(=O)CSc2nnc(C(C)C)n2N)cc1	-2	8	83	1	6	9	6	1.1	-14
O=S(=O)(Nc1nc2ccccc2nc1N1CCN(c2ccccn2)CC1)c1ccc(Cl)cc1	2	-4	57	1.2	-12	-9	35	1.1	11
Cc1cc(S(=O)(=O)NCc2ccc(S(N)(=O)=O)cc2)c(C)s1	3	3	89	0.98	4	8	-2	1.2	-12
O=C1c2oc3ccccc3c(=O)c2C(c2ccc(Cl)cc2)N1c1ncccn1 (stereo not drawn)	-1	-2	102	1	4	6	-17	1.1	-2
O=S1(=O)CCC(SCc2nc3sccn3c2Br)C1 (stereo not drawn)	-1	-5	113	1	6	7	21	1.1	-7
CCOC(=O)c1oc2ccc(S(=O)(=O)N3CCC(C)CC3)cc2c1C	-4	.	110	1	.	7	27	1.1	-7
Cc1cc(C)nc(-n2nc(C)cc2NC(=O)c2cc(=O)c3ccccc3o2)n1	-3	2	34	1	-2	-4	24	1	7
c1csc(C2C3=C(Nc4ncnn42)c2ccccc2OC3)c1 (stereo not drawn)	-7	6	82	1.1	1	8	-24	2.3*	3
CCOC(=O)c1c(NC(=O)c2ccoc2C)sc2c1CCC2	-3	-2	145	1	8	9	7	2.2*	3
COc1ccc(CCNS(=O)(=O)c2ccc3c(c2)oc(=O)n3C)cc1OC	0	0	99	1.1	-3	-5	7	1.1	-4

Exported in markdown: part of the list above.
| Compound | Hsp90 block | JNK3 inh | Her2 expr inh | Abs 340nm | ROCK2 blocker | PKA kinase inh | DUSP1 inh | Fluor 339 460 | Cdc25B inh |
| --- | --- | --- | --- | --- | --- | --- | --- | --- | --- |
| CCCN1C2CCCC1CC(NC(=O)c1ccccc1F)C2 (stereo not drawn) | -4 | -5 | 96 | 1 | 3 | 9 | -3 | 1 | 0 |
| COC(=O)c1ccc2c(=O)n(NC(C)=O)c(=S)[nH]c2c1 | -4 | 5 | 79 | 0.99 | -2 | -4 | 1 | 1.1 | -8 |

Continued.
SMILES	Hsp90 block	JNK3 inh	Her2 expr inh	Abs 340nm	ROCK2 blocker	PKA kinase inh	DUSP1 inh	Fluor 339 460	Cdc25B inh
Cc1nc2ncnn2c(C)c1CCC(=O)Nc1ccc(S(=O)(=O)N2CCCCCC2)cc1	1	3	88	1	0	-1	-2	1.2	-1
Cc1ccc2cc(CCNC(=O)C(C)C)c(=O)[nH]c2c1	-1	-2	107	1.1	-1	-13	11	1.2	-4
Cc1cc(NC(=O)CCN2C(=O)c3ccccc3C2=O)no1	-1	0	130	1	6	11	-1	1.1	14
CC(=O)Nc1cc2c(=O)n(Cc3ccccc3)c(C)nc2cc1N1CCOCC1	-3	-9	96	1	1	1	14	1.6	1
Cc1ccc2cccc(OC(=O)c3ccc4c(c3)OCCO4)c2n1	9	-1	85	1	0	-4	-22	1.1	-11
CS(=O)(=O)Nc1ccc([N+](=O)[O-])cc1Oc1ccccc1	2&-3	-3	93	0.99	0	-4	-4	0.97	-8
CO/N=C(\C(=O)N[C@@H]1C(=O)N2C(C(=O)O)=C(COC(C)=O)CS[C@H]12)c1csc(N)n1 (stereo in doubt)	1	.	105	1	.	.	11	1.1	-7
CCOCCCNC(=O)C1CCN(S(=O)(=O)CC)CC1	0	-3	102	1	-5	-5	-6	1.1	-6
Cc1ccc(C)c(N2CCN(c3ncnc4c3cnn4-c3ccccc3)CC2)c1	-1	-5	102	1	4	6	5	1.1	-3
Cc1cc(=O)oc(C)c1C(=O)NCCc1ccccc1	-3	-3	99	1	7	6	-25	1.1	1
Cn1c(=O)c2c(nc(N3CCOCC3)n2CC(=O)C23CC4CC(CC(C4)C2)C3)n(C)c1=O	-4	3	152	0.97	3	6	0	1.1	8
CN1C(=O)N(C)C2(c3ccccc3)N(C)C(=O)NC12c1ccccc1 (stereo not drawn)	3	0	82	1	-2	3	-3	1.1	10
COCC(=O)Nc1nc2n(n1)C(c1ccc(OC)cc1)CC(c1ccc(OC)cc1)N2 (stereo not drawn)	-1	-7	107	1	6	11	30	2	5
CCC(=O)N(c1ccc(F)cc1)C1C=CS(=O)(=O)C1 (stereo not drawn)	-1	7	116	0.98	4	8	0	1.1	-10
COc1ccc(CCn2c(N)c(C(=O)NCc3ccco3)c3nc4ccccc4nc32)cc1OC	-5	-6	81	1	-8	-12	21	3.6*	-3
CC1CN(S(=O)(=O)c2ccc(Cl)c(C(F)(F)F)c2)CC(C)O1 (stereo not drawn)	-3	.	103	0.98	.	10	-3	1	-4
Cc1c(NS(=O)(=O)c2cccs2)c(=O)n(-c2ccccc2)n1C	0	-4	83	1	4	9	-16	1.1	4
COc1ccc(CNC(=O)c2ccc(NS(=O)(=O)c3c(C)noc3C)cc2)cc1	2	6	82	1	6	7	3	1.1	8

Gathered by group: those above with a COOH group
SMILES	Hsp90 block	JNK3 inh	Her2 expr inh	Abs 340nm	ROCK2 blocker	PKA kinase inh	DUSP1 inh	Fluor 339 460	Cdc25B inh
CCn1c(=O)cc(OCC(=O)O)c2ccccc21	-4	4	130	0.97	3	3	-12	1.1	-9
O=C(O)CSc1nnc(C2COc3ccccc3O2)n1-c1ccccc1 (stereo not drawn)	-3	5	111	1	2	6	6	1.1	-5
CO/N=C(\C(=O)N[C@@H]1C(=O)N2C(C(=O)O)=C(COC(C)=O)CS[C@H]12)c1csc(N)n1 (stereo in doubt)	1	.	105	1	.	.	11	1.1	-7

From PubChem
